# GAA glycogen: alters human alpha-glucosidase cleavage of glycogen | P10253 | recombinant GAA, glycogen substrate, Amplex Red glucose oxidase fluorescence | Potency, µM (doses to about 76.4 µM), for the others: at the top dose activity change, negative = inhibition, most hits filed as inhibitors | 300,000 compounds, 0.38% hits; active = well fitted inhibition curve with a large enough effect; inconclusive = small, poorly fitted or top-dose-only effect, or another doubt; inactive = no such curve, though single readings can be large or run the other way;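 note: 0% = full enzyme reaction and -100% = no-enzyme basal signal; the screen sought inhibitors and activators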
#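 qHTS, 1536-well; enzyme 4 nM final; cpd up to 77 uM; substrate bovine liver glycogen 30 ug; 50 mM citrate/phosphate pH 5.0, 0.01% Tween-20; 37 C, 40 min; Amplex Red detection 45 min RT; Hill fit → AC50.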
# Active calls of the source: *; ? = inconclusive; & = joins results of further samples; [ ] = remark or other dose. Potency is the fitted concentration of half-maximal effect. An excerpt (hit frequency here may not be typical).
> COc1ccc(C(CNC(=O)COc2ccc(C)cc2)N2CCCCC2)cc1 (stereo not drawn)
  GAA glycogen: -3.1%[76.3 µM]
> COc1ccc(-n2c(C)nnc2SCC(=O)N2CCOCC2)cc1
  GAA glycogen: 9.4%[76.3 µM]
> CCOC(=O)c1c(NC(=O)/C=C/c2ccc(OCC)cc2)sc(C(C)=O)c1C
  GAA glycogen: 3.8%[76.3 µM]
> Cc1ccc(C2(C)NC(=O)N(CC(=O)N3CCN(S(=O)(=O)c4cccc(F)c4)CC3)C2=O)cc1 (stereo not drawn)
  GAA glycogen: -1.5%[76.3 µM]
> Cc1c2cnn(-c3ccccc3)c(=O)c2c(C)n1C(C)C(=O)Nc1ccccc1C(F)(F)F (stereo not drawn)
  GAA glycogen: -4.3%[76.3 µM]
> CN(C)c1cccc(C(=O)N2CCC(c3c[nH]c4ccccc34)(c3c[nH]c4ccccc34)CC2)c1
  GAA glycogen: -5.6%[76.3 µM]
> COc1ccc(Nc2cc(C)nc3ncnn23)cc1Cl
  GAA glycogen: -3.0%[76.3 µM]
> CC(C)(C)C(=O)N1CCN(c2nc3ccc(Cl)cc3s2)CC1
  GAA glycogen: -1.0%
> COc1ccc(-c2noc(-c3ccc(NCc4cccnc4)c([N+](=O)[O-])c3)n2)cc1OC
  GAA glycogen: -7.9%[76.3 µM]
> O=c1oc2ccccc2cc1-c1cn2cc(Cc3ccc(Br)cc3)sc2n1
  GAA glycogen: -3.9%[76.3 µM]

> CC(=O)c1cccc(N=Cc2c(O)ccc3ccccc23)c1
  GAA glycogen: 2.5%[76.3 µM]
> COCCNC(=O)CN1C(=O)NC2(CCCc3cc(OC)ccc32)C1=O (stereo not drawn)
  GAA glycogen: -2.7%
> CC1CN(C(=O)c2ccc(COc3ccccc3Cl)o2)CC(C)O1 (stereo not drawn)
  GAA glycogen: -3.5%
> N#Cc1c(N)n(Cc2ccccc2)c(=O)c2cc([N+](=O)[O-])ccc12
  GAA glycogen: 10.4%
> O=C(COC(=O)c1ccc(F)c(S(=O)(=O)N2CCOCC2)c1)NCc1ccco1
  GAA glycogen: -4.9%[76.3 µM]
> COc1ccc(-n2ccn(Cc3ccccc3C)c(=O)c2=O)cc1
  GAA glycogen: -1.0%[76.3 µM]
> Cc1noc(C)c1S(=O)(=O)N(CC(=O)NC(C)c1ccccc1)c1ccc(C(C)C)cc1 (stereo not drawn)
  GAA glycogen: -2.2%[76.3 µM]
> CC1=C(C(=O)OCc2ccccc2)C(c2ccccc2Cl)NC(=O)N1CCCC(=O)O (stereo not drawn)
  GAA glycogen: -5.8%[76.3 µM]
> COc1ccc(NC(=O)CCCN2C(=O)COc3ccc(C)cc32)cc1OC
  GAA glycogen: -1.7%[76.3 µM]
> COc1cc2c(cc1OC)CN(C(=O)C1CCC(=O)N(CCCN3CCOCC3)C1)CC2 (stereo not drawn)
  GAA glycogen: -11.3%[76.3 µM]

> CCC(=O)C1CCCN(C(=O)CCc2nnc(C3(c4ccc(Cl)cc4)CCC3)o2)C1 (stereo not drawn)
  GAA glycogen: -8.8%[76.3 µM]
> CCC(Sc1ncnc2sc3c(c12)CCCC3)C(=O)OCC(C)C (stereo not drawn)
  GAA glycogen: -10.4%[76.3 µM]
> Cc1ccc2occ(/C=N/NC(=O)c3ccc(O)cc3)c(=O)c2c1
  GAA glycogen: -9.7%[76.3 µM]
> O=C(NCCCNC(=O)c1cc(Cl)ccc1Cl)c1cnccn1
  GAA glycogen: 0.4%
> CC(C)OCCCNC(=O)C1CCC(CNS(=O)(=O)c2cccc3nsnc23)CC1 (stereo not drawn)
  GAA glycogen: 0.9%[76.3 µM]
> COc1ccc(-c2csc(NC(=S)NC(=O)c3ccc(S(=O)(=O)N(C)C)cc3)n2)cc1OC
  GAA glycogen: -2.8%[76.3 µM]
> CCc1ccc(NC(=O)N2CC=C(c3c[nH]c4ccccc34)CC2)cc1
  GAA glycogen: -1.9%[76.3 µM]
> C/C(=N\NC(=O)c1ccncc1)c1cccc(NC(=O)c2ccc(Cl)s2)c1
  GAA glycogen: -6.0%[76.3 µM]
> COc1ccc(NC(=O)c2cnc(SC)nc2)cc1
  GAA glycogen: 3.4%[76.3 µM]
> COc1cc(C(=O)NC(=S)Nc2ccc3[nH]c(=O)[nH]c3c2)cc(OC)c1OC
  GAA glycogen: -1.1%

> COc1cc(OC)c(NC(=O)C(Cc2ccccc2)NS(=O)(=O)c2cccc3nsnc23)cc1Cl (stereo not drawn)
  GAA glycogen: 12.6%[76.3 µM]
> O=C(O)CSCC(=O)N1CCc2c([nH]c3ccccc23)C1C(F)(F)F (stereo not drawn)
  GAA glycogen: -8.6%
> COc1cc2c(cc1OC)C1O[C@](c3ccsc3)(C2)Oc2cc(C)n(Cc3ccccc3)c(=O)c21
  GAA glycogen: 11.2%[15.3 µM]
> COc1ccccc1N(CC(=O)NC1CC2CCC1C2)S(=O)(=O)c1ccc(C)cc1 (stereo not drawn)
  GAA glycogen: 0.4%[76.3 µM]
> Cc1ccc(NC(=O)Cn2ncc3c4ccccc4n(Cc4ccccc4)c3c2=O)cc1Cl
  GAA glycogen: ?
> COc1ccc(C(=O)NC(=S)Nc2ccc(S(=O)(=O)Nc3cc(OC)ncn3)cc2)cc1
  GAA glycogen: 0.9%[76.3 µM]
> O=C(CN(C(=O)CCC(=O)Nc1ccccn1)c1ccc(F)cc1)NCCc1ccccc1
  GAA glycogen: 11.5%
> Cc1ccc(-c2nc(Nc3cccc(O)c3)c3ccccc3n2)cc1
  GAA glycogen: -1.1%
> COc1ccc(C(=O)NCCn2cc(SCC(=O)Nc3ccc(F)cc3)c3ccccc32)cc1
  GAA glycogen: 5.4%[76.3 µM]
> COc1ccc(Nc2cc(C)c3cc(NC(=O)Cc4ccc(Cl)cc4)ccc3n2)cc1
  GAA glycogen: -11.8%[76.3 µM]

> COc1ccc(OCC(=O)Nc2ccc3c(c2)nc(CCn2ccccc2=O)n3C)cc1
  GAA glycogen: 1.5%[76.3 µM]
> O=S(=O)(NC1CCCCC1N1CCN(c2ccccc2F)CC1)c1ccccc1 (stereo not drawn)
  GAA glycogen: -0.2%[76.3 µM]
> CCCNC(=O)c1ccc(Cn2c(=O)c3cccn3c3cccnc32)cc1
  GAA glycogen: 4.9%[76.3 µM]
> COc1ccc(NC(=O)CN(c2ccc(C)cc2)S(=O)(=O)c2cccs2)cc1OC
  GAA glycogen: -12.7%[76.3 µM]
> Cc1c(CC(=O)O)c(=O)oc2cc3c(cc12)CCC(C)(C)O3
  GAA glycogen: 6.5%
> CCn1ncc(Br)c1C(=O)Nc1ccc(C(C)C)cc1
  GAA glycogen: 3.7%
> COc1ccc(/C=N/N2CCN(Cc3ccc(C)cc3)CC2)cc1Br
  GAA glycogen: -6.4%[76.3 µM]
> Cc1ccc(NC(=O)c2sc(-n3nc(C)c(Cc4ccc5c(c4)OCO5)c3C)nc2C)cc1Cl
  GAA glycogen: 19.2%[76.3 µM]
> COc1ccc(N(CC(=O)N2CCN(c3cc(C)ccc3C)CC2)S(=O)(=O)c2c(C)noc2C)cc1
  GAA glycogen: -5.6%&-11.7%[76.3 µM]
> OCCN1CCN(Cc2ccc3ccccc3c2)CC1
  GAA glycogen: -2.5%[76.3 µM]

> O=C(CCn1nnnc1CN1CCOCC1)N1CCC(c2ccccc2Cl)C1 (stereo not drawn)
  GAA glycogen: 3.4%[76.3 µM]
> COc1ccc(-c2nc(CSCC(=O)NCCc3ccc(OC)c(OC)c3)c(C)o2)cc1
  GAA glycogen: 3.2%[76.3 µM]
> Cc1cc([N+](=O)[O-])c(C)cc1-c1ccc(/C=N/n2cnnc2)o1
  GAA glycogen: -0.1%[76.3 µM]
> COc1ccc(OCc2nnc3n2N=C(c2ccccc2)C(CC(=O)O)S3)cc1 (stereo not drawn)
  GAA glycogen: 3.1%
> COc1ccccc1-n1cnnc1SCC(=O)Nc1ccccc1
  GAA glycogen: -3.3%[76.3 µM]
> c1ccc2c(c1)OCC(CNCC1COc3ccccc3O1)O2 (stereo not drawn)
  GAA glycogen: 6.0%[76.3 µM]
> CCCOc1cccc(C(=O)N(Cc2sccc2C)C2CCS(=O)(=O)C2)c1 (stereo not drawn)
  GAA glycogen: -5.1%[76.3 µM]
> Cc1ccc(C(C)NC(=O)Cc2cccs2)c(C)c1 (stereo not drawn)
  GAA glycogen: -7.0%[76.3 µM]
> COc1ccc(NC(=O)C2CCN(c3cnccn3)CC2)cc1Cl
  GAA glycogen: 2.8%[76.3 µM]
> O=C(CCCC(=O)N1CCCC1)N1CCCC1
  GAA glycogen: 0.0%

> Cc1ccc(-c2cc(C(=O)N3CCOCC3)no2)cc1
  GAA glycogen: -3.5%
> CCS(=O)(=O)N1CC(=O)N(c2cc(C)cc(C)c2)C(C)(C(=O)NC2CCCCC2)C1 (stereo not drawn)
  GAA glycogen: 20.1%[76.3 µM]
> Cc1ccc(CNC(=O)Cn2ncn3cccc3c2=O)cc1
  GAA glycogen: -13.9%[76.3 µM]
> CC1CCN(S(=O)(=O)c2cccc(C(=O)NCC3CCCO3)c2)CC1 (stereo not drawn)
  GAA glycogen: -2.0%[76.3 µM]
> COCCn1cnc2c1c(=O)n(CC(=O)NC(=O)NC(C)(C)C)c(=O)n2Cc1ccccc1
  GAA glycogen: 0.4%
> Cc1ccc(S(=O)(=O)CCC(=O)c2cccc([N+](=O)[O-])c2)cc1
  GAA glycogen: 0.2%[76.3 µM]
> COc1ccc2oc(=O)cc(CN3CCN(Cc4ccccc4)CC3)c2c1
  GAA glycogen: 4.4%[76.3 µM]
> O=C(O)c1ccccc1C(=O)Nc1cc(C(F)(F)F)ccc1N1CCCC1
  GAA glycogen: 4.1%
> Cc1ccc(-n2nc(CO)c(C(=O)NCCCc3ccccc3)n2)cc1
  GAA glycogen: -3.8%[76.3 µM]
> Cc1ccc(NC(=O)c2nc(S(C)(=O)=O)ncc2N(Cc2ccco2)Cc2cccs2)c(C)c1
  GAA glycogen: 6.2%[76.3 µM]

> Cc1ccc(Cl)cc1NC(=O)Cn1ncc2c(C)n(Cc3ccccc3F)c(C)c2c1=O
  GAA glycogen: 14.0%[76.3 µM]
> COc1cccc(-c2cccc(NC(=O)C3CCN(Cc4ccc(C)o4)CC3)c2)c1
  GAA glycogen: 0.8%[76.3 µM]
> CN1CCN(C(=O)CCN2C(=O)/C(=C\c3ccccc3F)SC2=S)CC1
  GAA glycogen: -10.6%[76.3 µM]
> CCS(=O)(=O)N1CCN(S(=O)(=O)c2ccc3ccccc3c2)CC1
  GAA glycogen: 0.5%[76.3 µM]
> Cc1ccc(S(=O)(=O)NC2(C(F)(F)F)NC(=O)N(c3ccccc3F)C2=O)cc1 (stereo not drawn)
  GAA glycogen: -6.0%
> CCOC(=O)c1[nH]c2c(c1Cc1ccccc1C)C(=O)CC(c1cc(OC)ccc1OC)C2 (stereo not drawn)
  GAA glycogen: 18.2%[76.3 µM]
> COc1ccc(C)cc1C(=O)CCC(=O)NCCc1ccc(S(N)(=O)=O)cc1
  GAA glycogen: 1.6%
> CCOc1nc(C)cc(C)c1S(=O)(=O)c1cccc(Cl)c1
  GAA glycogen: -6.0%
> CC(C)COP(=O)(c1ccc(N(C)C)cc1)C(O)c1ccc(Br)cc1 (stereo not drawn)
  GAA glycogen: 7.9%
> COc1cc(CN(C(=O)COc2ccc(Br)cc2)c2ccccn2)cc(OC)c1OC
  GAA glycogen: 6.8%[76.3 µM]

> COc1ccc(N(CC(=O)Nc2cccc(Cl)c2)S(=O)(=O)c2c(C)[nH]c(=O)[nH]c2=O)cc1
  GAA glycogen: -0.6%[76.3 µM]
> COc1ccc(CC(=O)Nc2sc3c(c2C#N)CC(C)(C)NC3(C)C)cc1OC
  GAA glycogen: 5.5%[76.3 µM]
> COC(=O)c1ccc2[nH]ccc2c1
  GAA glycogen: -8.7%[76.3 µM]
> CCC1CCCCN1S(=O)(=O)c1ccc(NC(=O)c2snnc2C)cc1 (stereo not drawn)
  GAA glycogen: -6.7%[76.3 µM]
> Cc1cccc(C(C)C)c1NC(=O)C1CCCN1S(=O)(=O)c1cccc2nsnc12 (stereo not drawn)
  GAA glycogen: -16.5%[76.3 µM]
> COc1ccc(NC(C)=O)cc1CP(=O)(c1ccccc1)c1ccccc1
  GAA glycogen: 1.6%
> COc1ccc(NC(=O)c2nnn(Cc3nc(-c4cc(OC)c(OC)c(OC)c4)oc3C)c2C)cc1Cl
  GAA glycogen: 1.6%[76.3 µM]
> Cc1ccc(NC(=S)N2CCN(S(=O)(=O)c3ccccc3)CC2)cc1
  GAA glycogen: -17.6%[76.3 µM]
> CCCOc1ccc(C(=O)Nc2cccnc2)cc1
  GAA glycogen: 12.1%[76.3 µM]
> COc1ccc2c(c1)c(=O)c(C(=O)c1ccccc1)cn2CC(=O)Nc1ccc2c(c1)OCO2
  GAA glycogen: 12.2%[76.3 µM]

> O=C(NCCc1ccccc1)c1ccc(CS(=O)Cc2cccc(Cl)c2)o1 (stereo not drawn)
  GAA glycogen: 7.2%[76.3 µM]
> O=C(CCCc1ccccc1)NC12CC3CC(CC(C3)C1)C2
  GAA glycogen: 10.4%[76.3 µM]
> COc1ccc(OC)c(CNC(=O)CCCn2c(=O)c3cccn3c3cccnc32)c1
  GAA glycogen: 14.9%[76.3 µM]
> COc1ccc(CN(C(=O)Nc2cc(C)ccc2C)C2CCN(C(C)=O)CC2)cc1
  GAA glycogen: 11.6%[76.3 µM]
> CC(C)C(NC(=O)c1ccco1)C(=O)OCC(=O)c1ccccc1 (stereo not drawn)
  GAA glycogen: -4.4%[76.3 µM]
> C=C1CCC[C@]2(C)C[C@H]3OC(=O)C(CN4CCCCC4CO)[C@H]3CC12 (stereo partly drawn)
  GAA glycogen: -1.7%
> CC1(C)CC(NC(=O)C2CCC(=O)N(C3CC3)C2)CC(C)(C)C1 (stereo not drawn)
  GAA glycogen: 0.9%[76.3 µM]
> Cc1cc(CNC(=O)C2CCC(=O)N(Cc3cccc(C(F)(F)F)c3)C2)no1 (stereo not drawn)
  GAA glycogen: -3.4%[76.3 µM]

# Assay outcomes (PubChem BioAssay)
